Compound activity as filed in PubChem.
ALOX12 inh: ALOX12 (human) lipoxygenase inhibition | purified 12hLO, xylenol orange hydroperoxide absorbance | Potency, µM (highest dose often 108 µM), for inactives: top-dose activity change, negative = inhibition, most hits filed as inhibitors | actives 1.1% (n = 580,000) | AID 1671190; also: potency is read from the fitted curve at half-maximal effect; % is scaled to controls: 0 for no effect and ±100 for the full control effect
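Purified human 12hLO (150 nM final) in 25 mM Hepes, 0.01% Triton X-100, pH 7.0 was preincubated 15 min at room temperature with compound. Then 40 uM arachidonic acid was added, 30 min. Hydroperoxide was read by Fe-XO absorbance ratio 573/405 nm.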
ERG-DNA inh: inhibitors of human ERG Ets domain-DNA interaction | P11308 | fluorescence polarization, His-ERG Ets domain / labelled DNA | Potency, µM (top dose mostly 76.9 µM), for the others: at the highest dose FP activity, negative = inhibition, hits mostly inhibitors | actives 0.028% (n = 370,000) | AID 624246; active = well fitted inhibition curve with a large enough effect in the polarisation, with a control signal flat; inconclusive = small, poorly fitted or top-dose-only effect, or effect the other way, or a change in a side signal; inactive = no such curve, though single readings can be large or run the other way; the % refers to the polarisation;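 also: polarization taken with two DNA probes labelled with fluorescein and Texas red; potency is read from the fitted curve at half-maximal effect; % of control where 0% means no effect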
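His-tagged ERG Ets domain (1 uM in the protein solution; 300mM KCl, 50mM Tris-HCl, 1mM EDTA, 1mM DTT, pH 7.5) received compound, then a probe mix of 5 nM fluorescein-DNA and 100nM Texas-615-DNA. Fluorescence polarization was read for both dyes.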
GRP78 ERSR act: ER stress response induction in glioma | U87-MG GRP78 promoter luciferase reporter, 16 h | AID 602332 | Potency, µM, without a hit: at the top dose activation, most hits filed as activators | actives 0.02% (n = 420,000); also: potency is read from the fitted curve at half-maximal effect; series mostly up to about 76 µM; % of control where 0% means no effect; nearly all actives have a fitted effect of over 35% in size
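Stably transfected U87-MG human glioma cells carrying a GRP78-based luminescent sensor were seeded at 1000 cells/well, pin-dosed with compounds and incubated 16 h. Luciferase reagent was then added, and end-point luminescence was read after 10 min at room temperature.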
LDHA block: blocks human lactate dehydrogenase A; P00338; AID 1347041; actives 0.15% (n = 480,000); purified LDHA, NADH/diaphorase-resazurin fluorescence; stronger effect = lower value; activity change, % (values are at about 110 or 230 µM); in the data active = activity change below about -30%; inconclusive = mostly about -25% to -30%;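 also: plate controls were DMSO wells for no effect and wells without enzyme for full effect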
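Human LDH5 at 2 nM final in Tris HCl pH 7.4 with 0.06 mM NADH and 0.2 mM pyruvate, reacted 5 minutes at room temperature. Remaining NADH coupled via diaphorase/resazurin; resorufin fluorescence read at 0 and 20 minutes, normalized to enzyme-free and DMSO wells.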
RGS4 inhibitor: human RGS4 inhibition. P49798. Transcreener GDP fluorescence polarization, RGS4-accelerated GTP hydrolysis. Potency, µM (titrated, usually from 114 µM), inactives show at the top dose activity change, negative = inhibition, usual class: inhibitors. actives 0.039% (n = 390,000); also: potency is read from the fitted curve at half-maximal effect; % is scaled to controls: 0 for no effect and ±100 for the full control effect; nearly all actives have a fitted effect of over 75% in size; some results filed as inactive show a strong effect at the top dose
Target sequence (P49798 whole entry, looked up): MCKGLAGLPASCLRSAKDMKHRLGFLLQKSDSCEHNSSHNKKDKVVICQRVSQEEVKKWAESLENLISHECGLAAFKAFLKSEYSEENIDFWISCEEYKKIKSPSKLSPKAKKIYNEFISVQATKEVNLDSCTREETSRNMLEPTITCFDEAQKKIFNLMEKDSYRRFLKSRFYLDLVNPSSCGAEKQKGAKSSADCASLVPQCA
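MLSMR compounds (23 nl, pin-transferred) preincubated 10 min at room temperature with a 500nM (2x) first reagent, then RGS4 at 900nM (2x) plus Transcreener GDP mix added; fluorescence polarization (620/688 nm) read before and after 90 min at 30 °C.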
D2 antagonist: antagonists of human D2 dopamine receptor; P14416; HEK293 TREx D2 cells, calcium flux, dopamine EC80; inhibition, % at 10 µM; actives 2% (n = 340,000); in the data active = inhibition above about 30%; also: 0% is about no effect
Target sequence (P14416 whole entry, looked up): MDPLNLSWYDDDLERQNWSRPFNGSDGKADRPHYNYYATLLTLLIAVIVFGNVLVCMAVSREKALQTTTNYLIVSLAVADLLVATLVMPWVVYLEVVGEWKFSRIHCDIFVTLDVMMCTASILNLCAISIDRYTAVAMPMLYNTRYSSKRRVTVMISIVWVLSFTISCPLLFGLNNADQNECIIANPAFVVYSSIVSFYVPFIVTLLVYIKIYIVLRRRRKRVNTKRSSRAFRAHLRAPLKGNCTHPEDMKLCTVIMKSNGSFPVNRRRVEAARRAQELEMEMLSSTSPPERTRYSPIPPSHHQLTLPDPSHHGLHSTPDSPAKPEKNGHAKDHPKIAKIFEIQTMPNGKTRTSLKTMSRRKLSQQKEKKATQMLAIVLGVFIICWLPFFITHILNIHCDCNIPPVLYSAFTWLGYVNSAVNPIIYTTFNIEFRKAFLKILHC
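Compounds are added to dye-loaded, induced HEK293 T-REx cells coupled to calcium release via D2; after a 3 min kinetic read an EC80 dopamine stimulus is given and fluorescence is recorded for 3 more min.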
Vif-A3F inh: inhibitors of Vif-A3F interaction. HeLa A3F-eYFP + Vif (tagged APOBEC3F with the HIV-1 protein that degrades it), YFP fluorescence increase. AID 602313. Potency, µM (series often up to 46.1 µM), inactives show top-dose activity, negative = active. actives 0.2% (n = 390,000); also: potency is read from the fitted curve at half-maximal effect; % of control where 0% means no effect; nearly all actives have a fitted effect of over 65% in size
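Fluorescence increase (Ex 488/Em 500-530) after overnight compound treatment at 37 deg C flags inhibition of Vif-driven A3F-eYFP loss in stable HeLa A3F-eYFP/Vif cells seeded overnight beforehand.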
D2 ag: agonists of human D2 dopamine receptor; P14416; HEK293 T-REx D2 cells, calcium flux agonist mode; activation, % at 2 µM; actives 0.53% (n = 340,000);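 active = activation over 3 SD above normal in the single-dose calcium agonist read, cut at about 30% in these data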; also: 0% is about no effect
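Tetracycline-induced HEK293 T-REx cells with force-coupled D2 receptor, plated overnight at 30 C, loaded with no-wash calcium dye. After a 10 s baseline, compound was pin-added and calcium flux read kinetically for 180 s; calcium rises flagged agonists.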
Vif-APOBEC3G blk: Vif-A3G binding inhibition. Q9HC16. HeLa A3G-eYFP + Vif (tagged APOBEC3G with the HIV-1 protein that degrades it), YFP fluorescence, overnight. Potency, µM (top dose mostly 46.1 µM), for the others: at the highest dose activity, negative = active, hits mostly inhibitors. actives 0.076% (n = 410,000). AID 602310;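 also: potency is read from the fitted curve at half-maximal effect; % is scaled to controls: 0 for no effect and ±100 for the full control effect; nearly all actives have a fitted effect of over 60% in size; hits raise eYFP signal because A3G escapes Vif-driven loss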
Target sequence (Q9HC16 whole entry, looked up): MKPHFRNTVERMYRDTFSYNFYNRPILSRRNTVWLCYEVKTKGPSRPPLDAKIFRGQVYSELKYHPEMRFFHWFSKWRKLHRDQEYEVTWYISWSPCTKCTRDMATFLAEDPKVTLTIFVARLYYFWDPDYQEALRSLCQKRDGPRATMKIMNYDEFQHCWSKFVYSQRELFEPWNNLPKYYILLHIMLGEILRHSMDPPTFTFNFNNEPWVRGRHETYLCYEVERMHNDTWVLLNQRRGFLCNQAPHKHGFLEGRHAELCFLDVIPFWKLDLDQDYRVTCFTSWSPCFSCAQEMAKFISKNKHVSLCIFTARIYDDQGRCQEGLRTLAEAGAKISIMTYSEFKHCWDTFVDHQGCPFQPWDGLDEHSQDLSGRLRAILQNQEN
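HeLa cells stably expressing Vif and C-terminally eYFP-tagged A3G, seeded overnight at 37 deg C, then exposed to compound by pintool overnight at 37 deg C. Rise in yellow fluorescence (Ex 488/Em 500-530, Acumen) marks blocked Vif-driven A3G degradation.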
Active calls of the source: *; ? = inconclusive; nt = not tested or not shown; & = joins results of further samples; [ ] = another dose, or the depositor's remark. Unless noted, calls follow the shape of the dose curve; as a rule, active = well fitted curve in the direction sought with a large enough effect; inconclusive = small, poorly fitted or top-dose-only effect, or another doubt; inactive = no such curve, though single readings can be large; an effect the other way counts as inactive or inconclusive.

SMILES	ALOX12 inh	ERG-DNA inh	GRP78 ERSR act	LDHA block	RGS4 inhibitor	D2 antagonist	Vif-A3F inh	D2 ag	Vif-APOBEC3G blk
COc1ccc(NC(=O)COC(C)=O)cc1OC	-1%	7%	-4%	-7	-16%	-4	3%	-0.1	0%
CCOc1ccc(CCNC(=O)c2cc(=O)[nH]c3ccc(S(=O)(=O)N(CC)CC)cc23)cc1OCC	0%	10%	-2%	-11	-32%	6	-18%	0.3	-3%
O=C(NC1CCCC1)c1ccc2c(c1)N(Cc1ccc(F)cc1)CCS2	27%	?	0%	-5	22%	-15	0%	0.0	1%
c1ccc2c(C[C@@H]3CNCCN3CC3CCCCC3)cccc2c1	-2%	-3%	-1%	-2	-23%	-4	2%	-1.2	-16%
Cc1cc(F)ccc1NC(=O)CCn1nc(C)c(S(=O)(=O)N2CCCCC2)c1C	-22%	-2%	0%	-5	-3%	nt	-3%	0.7	4%
COc1ccc(CC(=O)Nc2cccc3ncccc23)cc1OC	-7%	-2%	4%	-7	3%	nt	0%	nt	1%
Cc1ccc(OC(=O)c2ccc(Cl)c([N+](=O)[O-])c2)cn1	23%	7%	15%	-2	-24%	23	-14%	0.5	-9%
Cc1cccc(NC(=O)c2ccc(Cn3cc(C(F)(F)F)ccc3=O)cc2)c1	-7%	5%	0%	-3	-6%	nt	3%	nt	-11%
CCC1CN(C)C2Cc3c([nH]c4ccccc34)C(=O)CC1C2C(=O)OC (stereo not given)	-6%	9%	-3%	4	-1%	-5	-1%	-0.6	2%
CCc1ccc(C(=O)CSc2n[nH]c(C)n2)cc1	0%&-8%	-2%	4%	-2&-4	?	12	-7%	0.2	-4%
COc1ccc(NS(=O)(=O)c2ccc(N3CCOCC3)c(NC(=O)c3cccc(F)c3)c2)cc1	5%	8%	-1%	-4	10%	-8	0%	3.1	-6%
O=C(NC1CCCCC1)c1cc(S(=O)(=O)N2CCN(c3ccccc3)CC2)ccc1Cl	-11%	-3%	-2%	-9	6%	nt	9%	nt	0%
CC1CCN(S(=O)(=O)c2ccccc2[N+](=O)[O-])CC1	-14%	nt	-4%	-2	4%	4	-2%	-0.3	-13%
CCc1ccccc1NC(=O)Cn1cc(S(=O)(=O)N2CCCC2)c(S(=O)(=O)N2CCCC2)c1	-19%	0%	1%	-9	15%	nt	-2%	0.2	3%
O=C(COC(=O)CC(NC(=O)c1ccccc1Cl)c1ccccc1)Nc1cccc(F)c1 (stereo not given)	-2%	1%	3%	0	11%	-11	4%	-0.3	0%
C=CCOC(=O)C1CC=CCC1C(=O)Oc1ccc(F)cc1F (stereo not given)	-23%	2%	-2%	-2	6%	-13	-5%	3.5	0%
Cc1ccc(C)c(N2CCN(c3ncnc4c3cnn4-c3ccccc3)CC2)c1	11%	-13%	0%	-7	-9%	14	-3%	0.7	1%
O=C1/C(=C\c2ccc3ccccc3c2)CCCc2ccccc21	?	6%	4%	-2	4%[11.4 µM]	-9	3%	0.1	?
COc1cccc(N2CCN(C(=S)Nc3ccccc3)CC2)c1	0%	5%	1%	-4	11%	-5	-10%	-0.9	-2%
COc1ccc(C=C(NC(=O)c2ccccc2)C(=O)O)cc1OC	6%	-22%	-4%	-9	8%	nt	12%	nt	1%
COc1ccc(CCC(=O)NNC(=O)Nc2ccc(C(C)C)cc2)cc1	21%	-2%	0%	-11	4%	-8	-18%	-1.3	-1%
CC(C)(C)OC(=O)N1CCC(NC(=O)c2ncn(Cc3ccccc3)c2C(=O)NC2CCN(C(=O)OC(C)(C)C)CC2)CC1	-5%	-1%	4%	0	-6%	-7	-7%	0.1	2%
O=C1CCCC2=C1C(c1ccc3c(c1)OCO3)c1c([nH]n(-c3ccccc3)c1=O)N2 (stereo not given)	-4%	8%	3%	-6	5%	-19	-3%	0.4	-7%
COc1ccc(NC(=O)C2Cc3ccccc3CN2C(=O)c2ccco2)cc1 (stereo not given)	-16%	0%	6%	-3	-11%	-10	4%	1.1	0%
CN(C)c1cccc(C(=O)OCC(=O)Nc2ccccc2-c2ccccc2)c1	-19%	-7%	-3%	-2	-5%	8	-1%	0.7	-1%

Reprinted from the listing for reference:
SMILES	ALOX12 inh	ERG-DNA inh	GRP78 ERSR act	LDHA block	RGS4 inhibitor	D2 antagonist	Vif-A3F inh	D2 ag	Vif-APOBEC3G blk
COc1ccc(NC(=O)COC(C)=O)cc1OC	-1%	7%	-4%	-7	-16%	-4	3%	-0.1	0%
CCOc1ccc(CCNC(=O)c2cc(=O)[nH]c3ccc(S(=O)(=O)N(CC)CC)cc23)cc1OCC	0%	10%	-2%	-11	-32%	6	-18%	0.3	-3%
O=C(NC1CCCC1)c1ccc2c(c1)N(Cc1ccc(F)cc1)CCS2	27%	?	0%	-5	22%	-15	0%	0.0	1%
c1ccc2c(C[C@@H]3CNCCN3CC3CCCCC3)cccc2c1	-2%	-3%	-1%	-2	-23%	-4	2%	-1.2	-16%
Cc1cc(F)ccc1NC(=O)CCn1nc(C)c(S(=O)(=O)N2CCCCC2)c1C	-22%	-2%	0%	-5	-3%	nt	-3%	0.7	4%
COc1ccc(CC(=O)Nc2cccc3ncccc23)cc1OC	-7%	-2%	4%	-7	3%	nt	0%	nt	1%

Random excerpt: 2 compounds from above, in no set order.
SMILES	ALOX12 inh	ERG-DNA inh	GRP78 ERSR act	LDHA block	RGS4 inhibitor	D2 antagonist	Vif-A3F inh	D2 ag	Vif-APOBEC3G blk
COc1cccc(N2CCN(C(=S)Nc3ccccc3)CC2)c1	0%	5%	1%	-4	11%	-5	-10%	-0.9	-2%
COc1ccc(NC(=O)COC(C)=O)cc1OC	-1%	7%	-4%	-7	-16%	-4	3%	-0.1	0%

Remaining list, next part.
SMILES	ALOX12 inh	ERG-DNA inh	GRP78 ERSR act	LDHA block	RGS4 inhibitor	D2 antagonist	Vif-A3F inh	D2 ag	Vif-APOBEC3G blk
COc1ccc(-c2nnc(SCC(=O)NC3CCCCC3)o2)cc1OC	196%[activator]	4%	-5%	1	-17%	-14	-7%	0.3	0%
COc1ccc(/C=N\NC(=O)c2cc(O)c(O)c(O)c2)cc1COc1ccc(C(=O)OCC(C)C)cc1	0%	-3%	2%	5	-25%	13	1%	1.3	-8%
COc1ccccc1-c1c(C#N)c(N)nc2c1CCc1ccccc1-2	?	-7%	-6%	13	-46%	-10	-11%	-0.9	?
CCc1ccc(OCC(=O)N(Cc2cccs2)C2CCS(=O)(=O)C2)cc1 (stereo not given)	-2%[57.4 µM]	1%	-1%	3	-25%	-1	3%	-0.3	-3%
COc1ccc(S(=O)(=O)N2CCOCC2)cc1NC(=O)Cc1sc(C)nc1-c1ccc(F)cc1	-19%	nt	-2%	-10	-2%	-2	-6%	-1.4	-10%
COc1ccccc1NC(=O)CSc1oc(-c2cccs2)nc1S(=O)(=O)c1ccc(C)cc1	-11%	13%	3%	-5	-22%	nt	3%	nt	-9%
NS(=O)(=O)c1ccc(NC(=O)COc2ncnc3c2cnn3-c2ccccc2)cc1	-21%	4%	-4%	-1	6%	-5	5%	0.3	-1%
O=C(COC(=O)[C@H](Cc1ccccc1)NC(=O)c1ccco1)Nc1ccccc1	-13%	0%	-2%	-13	15%	nt	-5%	nt	0%
CN1CCN(/C=N/c2sc3c(c2C#N)CCCCC3)CC1	-29%	4%	-1%	6	-42%	-15	-28%	-1.1	-8%
Cc1c(C(=O)NNC(=O)c2ccccc2O)oc2ccccc12	2%	nt	4%	3	nt	nt	-1%	nt	-16%
O=C(Cn1cnc2c(cnn2-c2ccc(Cl)cc2)c1=O)N1CCN(c2ccccc2)CC1	14%	-4%	-4%	-4	10%	10	-16%	3.1	-2%
CSc1nc(O)c(Nc2ccccc2)c(=O)[nH]1	9%	2%	0%	-3	-19%	nt	2%	nt	1%
CCOC(=O)CNC(=O)N1CCc2ccc(NC(=O)c3ccccc3OC)cc2C1	11%	-4%	0%	-1	2%	-4	2%	0.1	-6%
CC1(C)CC(=O)C2=C(C1)NC(Nc1nc3ccccc3o1)=NC2c1ccccc1 (stereo not given)	nt	nt	-3%	1	-11%	nt	nt	nt	2%
O=C(O)c1ccc(OCCCCCCOC2CCCCO2)cc1 (stereo not given)	0%	6%	0%	-6	-39%[56.9 µM]	8	9%	0.1	-8%
O=C(O)C1CCC(CNCc2ccncc2)CC1 (stereo not given)	2%	4%	-4%	-5	-6%	-6	-1%	0.4	-1%
CC(Sc1nc(-c2ccccc2)cc(C(F)(F)F)n1)C(=O)O (stereo not given)	0%	0%	-2%	-7	?	4	-9%	-0.6	0%
Nc1c(C(=O)N2CCOCC2)sc(=S)n1-c1ccccc1	?	2%	-3%	-1	?	-6	-5%	0.2	0%
Cc1ccc(C(CC(=O)O)NC(=O)CCNC(=O)c2ccco2)cc1 (stereo not given)	-18%	4%	-3%	-2	7%	5	-11%	-0.2	1%

The list is partial. The share of hits here may be higher or lower than overall.
